FN deposition inh: fibronectin deposition inhibition; AH1F fibroblasts, Alexa488-fibronectin deposition fluorescence, overnight; actives 0.086% (n = 350,000); inhibition, % at 12.6 µM;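 active means mean inhibition across replicates of 30% or more, regardless of how many single replicates reach that level; inconclusive means mean under 30% yet at least half of replicates reach 30%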;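 further: positive control wells lacked labelled fibronectin entirely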
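Test system: AH1F fibroblast monolayer depositing Alexa488-labelled fibronectin into matrix. Input: 10000 cells per well. Technique: fluorescence, ex 485 nm, em 525 nm. Buffer or medium: DMEM plus 2% serum, read in PBS. Timing: 1 h cell adhesion before compound, then overnight fibronectin incubation. Compound: single dose, pinned. Read-out basis: inhibition from reduced deposited-fibronectin fluorescence.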
RAD54 inh: blocks human RAD54 Holliday junction branch migration | Q92698 | actives 0.14% (n = 360,000) | inhibition, % at 10.4 µM | FAM/BHQ fluorescence | AID 602329;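 active means mean normalized replicate activity at least 40 and at least half of replicates scoring 40 or more; inconclusive means only one of the two criteria met; inactive means mean below 40 and under half of replicates reaching 40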;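 further: 0% = median of neutral control wells and 100% = median of positive control wells; inhibitors cause a drop in the FAM fluorescence signal; in these data hits start at about 50%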
RAD52 inh: blocks human RAD52 DNA annealing; recombinant RAD52 DNA annealing, FRET fluorescence; inhibition, % at 18.7 µM; AID 651710; actives 0.46% (n = 360,000); P43351;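 active means every replicate showing at least 50% inhibition; inconclusive means mean inhibition at least 50% but not in every replicate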
esBAF inh: blocks esBAF chromatin remodeling in mouse ES cells; Bmi1-luciferase knock-in reporter, 24 h; 100% = twice the neutral-well signal; reporter increase, % at 12.5 µM; actives 2% (n = 350,000); AID 602393; in the data active means activation above about 40%; inconclusive means no clear call, values can overlap the other calls;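 further: 0% = median of the plate's neutral control wells and 100% = double that signal; a rise in the Bmi1 reporter signal indicates esBAF inhibition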
EWS-Fli block: inhibitors of EWS/Fli oncoprotein transcriptional activity. AID 651661. actives 0.67% (n = 350,000). inhibition, % at 12.6 µM. A673 NR0B1-luciferase reporter, viability-normalised;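 active means mean inhibition of at least 50% after viability correction, with every replicate also passing that limit; inconclusive means mean reaches 50% but only one of two replicates passes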;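 further: firefly luciferase signal divided by Alamar Blue viability fluorescence both relative to DMSO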
S100A4 inh HTS: S100A4-myosin IIA interaction inhibition. S100A4/TAMRA-MyoIIA peptide fluorescence polarization. inhibition, % at 10.7 µM. actives 0.14% (n = 360,000). AID 652163;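 active means mean inhibition of at least 70% across replicates, with every replicate also reaching that level; inconclusive means mean inhibition reaches 70% but some replicates fall short; inactive means mean inhibition below 70%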
Target sequence (P26447 whole entry, looked up): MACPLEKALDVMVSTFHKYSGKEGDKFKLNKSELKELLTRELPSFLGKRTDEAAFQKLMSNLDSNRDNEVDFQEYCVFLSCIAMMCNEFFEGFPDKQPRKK
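assay system = human S100A4 monomer with TAMRA-labelled myosin IIA peptide | also added = labelled myosin peptide probe, 5 nM | incubation = 5 min between mix addition and reading | control set = DMSO and TFP controls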
E-sel inducer: induces E-selectin expression in human endothelial cells; P16581; HUVEC E-selectin immunofluorescence imaging; normalized: neutral wells 0, TNF-alpha wells 100; activation, % at 7.58 µM; actives 0.37% (n = 260,000); AID 686992;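 active means mean E-selectin-positive cell signal at least 10% of the positive control, reached in at least 60% of replicates, without over 20% cell loss; inconclusive means no rule given, readout overlaps actives, possibly toxicity-flagged; inactive means the rest, including those meeting only one limit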;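 further: in these data hits start at about 27%; measured in HUVEC primary endothelial cells; signal is the percent of cells scored E-selectin positive by PE staining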
Target sequence (P16581 whole entry, looked up): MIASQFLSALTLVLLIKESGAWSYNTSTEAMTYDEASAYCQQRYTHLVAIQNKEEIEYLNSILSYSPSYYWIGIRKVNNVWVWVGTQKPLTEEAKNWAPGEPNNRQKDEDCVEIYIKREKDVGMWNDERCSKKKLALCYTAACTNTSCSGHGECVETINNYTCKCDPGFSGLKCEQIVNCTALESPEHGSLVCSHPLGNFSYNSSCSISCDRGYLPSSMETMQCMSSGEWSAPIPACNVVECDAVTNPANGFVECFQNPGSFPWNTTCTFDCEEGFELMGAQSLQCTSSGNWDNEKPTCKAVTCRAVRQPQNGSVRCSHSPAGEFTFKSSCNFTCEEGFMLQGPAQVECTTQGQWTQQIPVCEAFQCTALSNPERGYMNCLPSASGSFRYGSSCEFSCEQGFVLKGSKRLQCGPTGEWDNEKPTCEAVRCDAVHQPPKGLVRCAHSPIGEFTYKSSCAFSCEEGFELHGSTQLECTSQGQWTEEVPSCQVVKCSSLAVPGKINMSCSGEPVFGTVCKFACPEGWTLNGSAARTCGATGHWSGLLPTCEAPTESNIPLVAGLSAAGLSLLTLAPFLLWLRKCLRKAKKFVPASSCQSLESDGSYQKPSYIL
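Read-out basis: % PE-positive cells; Test system: HUVEC primary endothelial cells; Technique: immunofluorescence imaging; Dosing: single-point compound dose.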
XiGFP reactiv: activators of X-chromosome reactivation in mouse fibroblasts. actives 0.055% (n = 360,000). activation, % at 7.58 µM. XiGFP mouse fibroblasts, % GFP-positive cells imaging, 3 d; cells co-treated with 5-aza-dC sensitizer; scaled so ellipticine positive control = 100%;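 active means mean normalized replicate activation at least 10% and every replicate at or above 10%; inconclusive means only one of the two criteria met; inactive means mean below 10% and not all replicates reach 10%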;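 further: 0% = median of on-plate neutral control wells and 100% = ellipticine 6 µM median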
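System: XiGFP fibroblasts, SV40-immortalized. Medium: DMEM plus 5-aza-dC sensitizer. Doses: single point. Timing: 3 d treatment, 15 min room-temperature fixation. Control set: ellipticine 6 µM.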
Numbers without * were called inactive; i = inactive; ? = inconclusive; · = no result given; & = joins results of further samples. Rows are unselected; 3% or so of the library scored in one or more.

Values run as follows: FN deposition inh, RAD54 inh, RAD52 inh, esBAF inh, EWS-Fli block, S100A4 inh HTS, E-sel inducer, XiGFP reactiv
- COc1ccc(N(CC(=O)Nc2ccc(S(=O)(=O)N3CCCC3)cc2)S(C)(=O)=O)cc1OC
→ 1, -12, ·, 0, ·, ·, -2.0, ·
- O=C(Nc1cccc(-c2csc(Nc3cccc(C(F)(F)F)c3)n2)c1)c1cc([N+](=O)[O-])cc(C(F)(F)F)c1
→ 17, 3, -8, -12, 33, -2, ·, 0.1
- CCCCCCn1c(SCCOC)nc2c1c(=O)[nH]c(=O)n2C
→ 4, 9, -4, -7, -8, 0, -0.3, 0.0
- Cc1ccc(CN2C(=O)CNC2=S)cc1
→ -7, 12, -15, 2, 6, -3, 1.6, 0.4
- COC(=O)COc1cccc(NC(=O)c2cc(OC)cc(OC)c2)c1
→ 9, -3, -12, -2, 8, -1, ·, 0.4
- Nc1nc(N)c2cc(Sc3ccc4ccccc4c3)ccc2n1
→ 30, 9, -3, ·, 69*, -3, -1.0, 0.0
- CC(C)(C)c1cc(NC(=O)Nc2ccccc2)no1
→ -1, -11, -6, 27, -97, -4, -0.1, 0.0
- O=C(Nc1ccc(Cl)c(Cl)c1)N[C@H]1CC[C@H](CCn2cc(C3CC3)nn2)O[C@H]1CO
→ 3, -3, -3, 0, 15, 65, -0.3, -0.3
- Cc1ccc(NC(=O)c2ncn(CCCNCCCN(C)C)n2)cc1C
→ 12, 9, 19, -6, -3, 9, 1.1, ?
- C[C@H](CO)N1C[C@H](C)[C@H](CN(C)Cc2ccccc2)Oc2c(NC(=O)C3CCCCC3)cccc2C1=O
→ ·, -9, 13, -6, 0, 5, -0.2, 0.2
- COC(=O)[C@]12C[C@H](CC(=O)NCC34CC5CC(CC(C5)C3)C4)C(=O)N(Cc3ccccc3)C1=C[C@H](C(C)C)O[C@@H]2C1CC1
→ 7, ·, -6, ·, -4, 1, -0.1, 0.1
- Cc1ccc(NC(=S)N/C(=N/S(=O)(=O)c2ccccc2)c2ccccc2)cc1
→ -3&-26, 5&-4, -15, 55*, -111, -3, 0.0, 0.2
- CC1(C(=O)NCc2ccc(C(F)(F)F)cc2)CCN1Cc1ccccc1OC(F)F (stereo not given)
→ -13, 7, 2, 4, 7, 1, -0.1, 0.1
- COCCCNC(=O)C[C@H]1C[C@H](C(=O)N2CCOCC2)[C@@]2(CCC3CCCC3)c3[nH]c4cc(CCC(=O)N(C)C)ccc4c3CCN2C1=O
→ -24, -8, -13, 0, -4, 2, -0.1, 0.0
- C[C@H]1CN([C@@H](C)CO)C(=O)c2cc(NC(=O)Cn3cnnn3)ccc2O[C@@H]1CN(C)S(=O)(=O)c1cn(C)cn1
→ 7, -8, -25, -1, 0, 47, -0.1, -1.2
- CO[C@@H]1CN(C)C(=O)c2ccc(NC(=O)Nc3cccc(F)c3)cc2OC[C@@H](C)NC[C@@H]1C
→ 1, -7, 6, -2, -1, -7, 0.1, 0.1
- CC(=O)c1cccc(NC(=O)c2onc(C)c2Cl)c1
→ 7, 3, -14, 4, -17, -2, -0.2, 0.0
- COc1ccc(NC(=O)C(=O)NCC2CCCN2S(=O)(=O)c2cccs2)cc1 (stereo not given)
→ 12, 0, -11, -13, 48, 43, 0.8, 3.0
- Cc1ccc(C(=O)Nc2ccccc2N2CCCC2)cc1
→ -4, 0, -34, -6, 14, -4, 1.1, 0.0
- CC(c1nc2ccccc2[nH]1)n1c(=O)c(-c2cccs2)nc2ccccc21 (stereo not given)
→ 4, ·, -38, ·, -1, 0, 0.0, 0.2

One compound at a time, from the list above.
CC(c1nc2ccccc2[nH]1)n1c(=O)c(-c2cccs2)nc2ccccc21 (stereo not given) in the list: FN deposition inh: 4; RAD54 inh: ·; RAD52 inh: -38; esBAF inh: ·; EWS-Fli block: -1; S100A4 inh HTS: 0; E-sel inducer: 0.0; XiGFP reactiv: 0.2
COC(=O)[C@]12C[C@H](CC(=O)NCC34CC5CC(CC(C5)C3)C4)C(=O)N(Cc3ccccc3)C1=C[C@H](C(C)C)O[C@@H]2C1CC1 in the list: FN deposition inh: 7; RAD54 inh: ·; RAD52 inh: -6; esBAF inh: ·; EWS-Fli block: -4; S100A4 inh HTS: 1; E-sel inducer: -0.1; XiGFP reactiv: 0.1

Following part:
Values run as follows: FN deposition inh, RAD54 inh, RAD52 inh, esBAF inh, EWS-Fli block, S100A4 inh HTS, E-sel inducer, XiGFP reactiv
- CCCc1ccc2oc(C(=O)N3CCN(CC(=O)NC(C)C)CC3)c(C)c2c1
→ -9, -9, -2, 3, -3, 0, ·, 0.1
- Cc1cc(-c2ccccc2)c2ccc(NC(=O)C(C)(C)C)nc2n1
→ -8, -10, -4, -2, 9, -2, ·, 0.0
- N=C1/C(=C\c2ccc(SCc3ccccc3)o2)C(=O)N=C2SC(CC(=O)N3CCOCC3)=NN12
→ -2, ·, -278, 0, 6, -7, -0.4, -0.2
- COc1cccc(NC(=O)CSc2ccc3nnc(-c4ccncc4)n3n2)c1
→ -11, 11, -16, -6, -3, 0, -0.7, 2.5
- C[C@H](CO)N1C[C@H](C)[C@H](CN(C)C(=O)Nc2ccc3c(c2)OCO3)Oc2ccc(NC(=O)Cc3cn(C)c4ccccc34)cc2C1=O
→ ·, -1, 4, 36, -9, 0, ·, 0.7
- Clc1ccccc1CN1CCN(/N=C/C=C\c2ccco2)CC1
→ 1, ·, -8, ·, -39, 4, ·, 0.1
- CCOC(=O)c1cnc2c(cnn2C)c1Cl
→ ·, ·, -1, ·, 12, -2, ·, 0.0
- C[C@@H]1CN([C@@H](C)CO)C(=O)c2cccc(NC(=O)C3CCCCC3)c2O[C@H]1CN(C)S(=O)(=O)c1cccs1
→ ·, 7, -20, 8, 0, 6, 0.0, 0.2
- O=C(NC1CCCC1)N1CC(=O)N2[C@@H](CO)[C@H](c3ccc(-c4cccnc4)cc3)[C@@H]2C1
→ ·, ·, 2, ·, 21, -13, -0.6, 0.2
- Cc1noc(C)c1CSCC(=O)N(C)CC(=O)Nc1ccccc1C(F)(F)F
→ 4, -2, -2, 1, -10, 0, ·, 0.0
- COc1cccc(-c2cc(C(=O)N/N=C/c3ccco3)c3ccccc3n2)c1
→ -1, 0, -18, 8, -11, -8, -0.1, -0.1
- Cc1oc(-c2ccccc2Cl)nc1CS(=O)(=O)CC(=O)NCCN1CCOCC1
→ -5, 16, -9, -5, 2, 3, -0.2, 0.0
- C/C=C/c1cnc2c(c1)C(=O)N([C@H](C)CO)C[C@@H](C)[C@@H](CN(C)C(=O)c1cccnc1)O2
→ ·, -1, 4, 3, -6, 1, -0.1, -0.3
- CO[C@H]1CC[C@@H]2CCOc3c(C#N)cccc3C(=O)N(C)CC3(CCCCC3)CC(=O)N(C)C[C@H]1O2
→ 7, 1, 14, 5, -22, -56, 0.0, -0.1
- C[C@@H]1ON(C)[C@H]2C[C@H]3c4[nH]c5c(-c6cc(Cl)cc(Cl)c6)cccc5c4CCN3C(=O)[C@@H]12
→ 2, ·, -30, ·, 4, 1, 5.0, 0.0
- C[C@H](CO)N1C[C@H](C)[C@H](CN(C)C(=O)Nc2ccc3c(c2)OCO3)Oc2ccc(NS(=O)(=O)c3cn(C)cn3)cc2CC1=O
→ ·, 7, 5, 0, 1, 0, -2.2, 0.0
- Cc1cc(OCC(=O)NCCc2c[nH]c3ccccc23)c2c(C)cc(=O)oc2c1
→ ·, -7, -21, 10, 33, -3, ·, ·
- C[C@@H]1CN([C@@H](C)CO)C(=O)c2cc(NC(=O)C3CC3)ccc2O[C@H]1CN(C)C(=O)Nc1ccc(C(F)(F)F)cc1
→ ·, -5, 20, 0, -1, 4, 0.6, 0.1
- CCC(=O)N1C[C@@H](C)[C@H](OC)CN(C)C(=O)c2ccc(NC(=O)c3ccno3)cc2OC[C@@H]1C
→ -11, ·, i, ·, -5, -40, 0.3, 0.0
- C[C@@H]1CN([C@@H](C)CO)C(=O)c2cc(C#C[C@@H](C)O)cnc2O[C@@H]1CN(C)Cc1ccc(-c2ccccc2)cc1
→ 9, -2, 22, 4, 17, 21, -0.7, 0.0
- C[C@@H]1CN([C@H](C)CO)C(=O)c2cc(NC(=O)Nc3ccc(F)cc3)ccc2O[C@@H](C)CCCCO[C@@H]1CN(C)Cc1ccc(C(F)(F)F)cc1
→ -5, 1, -30, -2, 7, -9, ·, 0.0
- CC(=O)c1c(C)[nH]c(C(=O)COC(=O)C2CC2)c1C
→ 13, 5, 0, 5, 4, 1, -0.1, 0.1
- CC(=O)Nc1ccc(-c2ccnc3c2CC(C)(C(=O)NCc2ccc(N(C)C)cc2)O3)cc1 (stereo not given)
→ 1, 1, -6, -4, 11, 52, -0.1, 0.0
- O=C(Nc1ccncc1)c1ccc(Cl)c(S(=O)(=O)N2CCCC2)c1
→ -8, 5, -13, -10, 29, 5, ·, 0.2
- O=C(Cc1ccccn1)N1CC(=O)N2[C@@H](CO)[C@H](c3ccc(-c4ccccc4)cc3)[C@@H]2C1
→ ·, ·, -12, ·, 3, -4, -0.2, 0.0
- CCN(CC)CCOC(=O)c1cc(Cl)c(N)cc1OC
→ -3, 9, 37, 3, 3, -4, 0.3, 0.5
- CCS(=O)(=O)Nc1ccc2c(c1)C(=O)N(C)[C@@H]1CC[C@H](CC(=O)N3CCN(C)CC3)O[C@@H]1CO2
→ -7, 0, 4, 0, -1, 5, 0.1, 0.0
- C[C@H]1CN([C@@H](C)CO)S(=O)(=O)c2ccc(-c3ccccc3F)cc2O[C@@H]1CN(C)C(=O)C1CC1
→ ·, 13, 19, 6, 5, 1, -0.2, -0.2
- N#CC1=C(SCC(N)=O)NC(=O)CC1c1cccc2ccccc12 (stereo not given)
→ -8, 2, -7, ·, 2, 3, -0.8, -0.1
- CCc1ccc(NS(=O)(=O)c2c(C(=O)N3CCOCC3)c(C)n(C)c2C)cc1
→ 0, -8, -15, -10, ·, -9, ·, -0.1
- O=C(C[C@@H]1C[C@@H]2c3cc(NC(=O)Nc4ccc(C(F)(F)F)cc4)ccc3O[C@@H]2[C@H](CO)O1)NCc1ccc(Cl)cc1
→ ·, -4, 19, 0, 8, 18, 0.3, 0.0
- CO[C@H]1CC[C@H]2CCOc3c(C#N)cccc3C(=O)N(C)[C@H](C)C(=O)N(C)C[C@H]1O2
→ 5, -18, 9, -1, 5, -2, -0.1, 0.1
- CCOC(=O)c1nn(-c2ccccc2)cc1O
→ 0, 10, -9, 37, -2, -6, 1.2, 0.3
- COCC(=O)N1[C@@H](CO)[C@H](c2ccccc2)C12CN(C(=O)NC1CCCCC1)C2
→ ·, ·, 0, ·, 0, 10, -0.1, 0.2
